# High-throughput results as filed in PubChem.
# LMPTP inh: blocks human LMPTP phosphatase; P24666; inhibition, % at 20 µM; recombinant LMPTP-A, OMFP fluorogenic substrate, fluorescence intensity; hit rate 0.22% among 360,000;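 active means compounds that cut the enzyme signal by at least half of the control window in the single-dose screen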;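 further: plate controls were DMSO wells with enzyme plus substrate for no effect and substrate without enzyme for full effect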
# Target sequence (P24666 whole entry, looked up): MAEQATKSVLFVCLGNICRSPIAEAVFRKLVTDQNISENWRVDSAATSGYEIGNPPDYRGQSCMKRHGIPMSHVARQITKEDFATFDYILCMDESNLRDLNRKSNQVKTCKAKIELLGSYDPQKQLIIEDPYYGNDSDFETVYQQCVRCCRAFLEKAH
#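 Test system – LMPTP-A phosphatase enzyme · Quantity – 0.625 nM LMPTP-A final · Reagent – OMFP substrate, 400 µM final · Dosing – one test concentration per compound, 20 µM, with 3% DMSO overall · Timing – 50 min enzyme reaction at room temperature, protected from light · Detection – fluorescence intensity · Controls – substrate-only low control, DMSO enzyme-plus-substrate high control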
# STEP block: STEP (human) phosphatase inhibition | hit rate 0.25% among 360,000 | P54829 | recombinant STEP, OMFP fluorogenic substrate, fluorescence | inhibition, % at 20 µM | AID 588621;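 active means inhibition at 20 µM, scaled per plate between control wells, above about 37%, limit read from the data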;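 further: 0% = DMSO with enzyme and substrate and 100% = substrate only without enzyme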
#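 System: STEP phosphatase, cell-free reaction; Buffer or medium: Bis-Tris pH 6.0 buffer with DTT, detergent; Incubation: 20 min at room temperature, dark; Measured by: fluorescence, 480/540 nm.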
# Rpn11 block: Rpn11 (human) deubiquitinase inhibition | O00487 | human 26S proteasome, Ub4-pepOG fluorescence polarization; 20S core pre-blocked with epoxomicin | calls only at 20 µM | hit rate 0.59% among 360,000 | AID 588493;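 active means inhibition at 20 µM, scaled to each plate's controls, above about 33%, limit read from the data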
# Target sequence (O00487 whole entry, looked up): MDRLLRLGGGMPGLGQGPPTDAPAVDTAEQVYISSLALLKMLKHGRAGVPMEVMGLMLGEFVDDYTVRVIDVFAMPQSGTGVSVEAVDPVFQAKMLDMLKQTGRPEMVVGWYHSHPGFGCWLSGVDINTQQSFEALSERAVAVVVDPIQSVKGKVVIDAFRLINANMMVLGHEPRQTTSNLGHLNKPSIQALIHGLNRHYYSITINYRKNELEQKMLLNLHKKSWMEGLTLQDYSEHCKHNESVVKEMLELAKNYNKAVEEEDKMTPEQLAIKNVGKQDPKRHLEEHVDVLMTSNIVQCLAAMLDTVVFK
# Tb MetRS inh: Trypanosoma brucei MetRS inhibition | purified T. brucei MetRS, ATP depletion, Kinase-Glo luminescence | inhibition, % at 11.9 µM | hit rate 0.4% among 360,000 | AID 624268;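 active means inhibition above a per-plate cutoff of the control wells' mean inhibition plus 3 SD, cut at about 5.5% in these data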;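 further: 0% = DMSO wells median and 100% = median of wells with control inhibitor compound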
#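 technique = Kinase-Glo luminescence, ATP depletion format | system = purified MetRS (methionyl-tRNA synthetase) enzyme from Trypanosoma brucei | timing = 15 min preincubation, 2 h reaction, all 25 °C | evaluation = percent inhibition versus plate control medians | dosing = single dose, 11.9 µM final nominal, 0.9% final DMSO | also added = substrates ATP, L-methionine and bulk Escherichia coli tRNA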
# Scp1 inh: inhibitors of human Scp-1 phosphatase; Q9GZU7; Recombinant Scp1, phosphopeptide, malachite green phosphate absorbance; inhibition, % at 20 µM; hit rate 0.88% among 340,000; AID 493091;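 active means inhibition above about 50% at 20 µM, limit read from the data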;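 further: plate controls were DMSO wells with enzyme for no effect and wells lacking enzyme for full effect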
# Target sequence (Q9GZU7 76-261 limits assumed): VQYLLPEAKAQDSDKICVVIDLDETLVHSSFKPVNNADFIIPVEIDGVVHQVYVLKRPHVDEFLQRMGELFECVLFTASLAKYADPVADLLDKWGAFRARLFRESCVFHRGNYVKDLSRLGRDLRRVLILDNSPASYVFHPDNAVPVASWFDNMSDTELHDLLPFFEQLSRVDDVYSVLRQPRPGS
#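 Test system: SCP-1 catalytic domain; Buffer or medium: Acidic Tris acetate buffer with magnesium and detergent; Also added: Phosphorylated 17-residue peptide substrate; Compound: single 20 µM dose, 1% DMSO; Schedule: enzyme reaction 45 min at room temperature, colour 5 min, stabilisation 30 min; Signal: Phosphate-binding colour reagent, absorbance read at 630 nm.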
# CSN inh: inhibitors of human CSN-mediated cullin deneddylation. Q92905. Purified CSN, SCF-Nedd8-OG deneddylation, fluorescence polarization. inhibition, % at 12.5 µM. hit rate 0.38% among 360,000;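 active means pattern-corrected inhibition above about 35%, with an unprinted fluorescence ratio check between 0.5 and 1.5, limit read from the data, passing the limit was not always enough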;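 further: 0% = enzyme with substrate and 100% = substrate without enzyme; some results filed as inactive read as strong as hits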
#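 Material: human Csn5 produced in HEK293T cells; Input: enzyme 0.24 nM; Reagent: SCFSkp2-Nedd8OG substrate at 10 nM final; Dosing: 12.5 µM compound; Incubation: 90 min reaction at room temperature; Detection: fluorescence polarization of the substrate; Evaluation: % inhibition of substrate cleavage by Csn5; Control set: substrate-only high control, full reaction low control.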
# DNMT1 inh: blocks human DNA methyltransferase DNMT1; hit rate 0.83% among 360,000; AID 588458; inhibition (reported as % activation of signal), % at 10 µM; DNMT1 molecular beacon, Hinp1I cleavage, fluorescence; P26358; in the data active means inhibition above about 50%
# NadD inh: inhibitors of Staphylococcus aureus NadD | purified NadD enzyme, colorimetric absorbance read-out | inhibition, % at 20 µM | hit rate 0.78% among 360,000 | AID 602399; in the data active means inhibition above about 26%; further: some compounds past the cut are filed as inactive
# SUMO1-SIM PPI: SUMO1-SIM interaction modulation | inhibition, % at 20 µM | SUMO1 binding to a labelled peptide, TR-FRET, 1 h | AID 602429 | hit rate 0.33% among 360,000; in the data active means inhibition above about 37%
# Target sequence (P63165 whole entry, looked up): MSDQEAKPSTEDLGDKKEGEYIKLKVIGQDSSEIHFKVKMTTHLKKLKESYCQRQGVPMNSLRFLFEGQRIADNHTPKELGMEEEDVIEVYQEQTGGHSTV
# MsrA inh: bovine MsrA inhibition; purified bovine MsrA, absorbance read-out; inhibition, % at 15.5 µM; hit rate 0.75% among 360,000; AID 651718; in the data active means inhibition above about 4.5%;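 further: 0% = vehicle wells with enzyme and 100% = reference inhibitor wells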
# * hit, by the source's call; i = inactive; x = no result given.
molecule	LMPTP inh	STEP block	Rpn11 block	Tb MetRS inh	Scp1 inh	CSN inh	DNMT1 inh	NadD inh	SUMO1-SIM PPI	MsrA inh
COc1cccc(CNC(=S)Nc2ccc3c(c2)c(=O)n(C)n3Cc2ccccc2)c1	1.5	4	i	1.3	x	-1	-9	2	-1	0.4
CCOC(=O)Cn1ncc2c3ccccc3n(CC(=O)OCC)c2c1=O	0.9	0	i	-2.2	0	-1	1	-3	-1	-1.7
CCN1CCN(C(C(=O)NC2CCCCC2)C2CC2)CC1 (centres undefined)	-1.3	-2	i	0.3	x	-2	-1	1	-2	0.3
Cc1ccc(Cl)cc1-n1c(=O)cc(N2CC(C)OC(C)C2)[nH]c1=O (centres undefined)	0.6	-4	i	-0.1	-2	2	3	0	2	-1.4
COC(=O)C1=NN(c2ccc(OC)cc2)C2C(=O)N(c3ccccc3OC)C(=O)C12 (centres undefined)	0.0	2	i	-0.7	-13	4	-3	-8	-14	0.5
CCN(CC)C(=O)COCc1cc(-c2ccc3c(c2)OCO3)on1	-0.5	0	i	-0.9	-4	-2	1	4	-5	0.7
O=C(Cn1nc(C(=O)O)c2ccccc2c1=O)Nc1ccc2c(c1)OCO2	0.2	0	i	-0.4	-2	-3	2	-7	-2	0.2
COc1ccccc1Oc1cn[nH]c1-c1ccc(O)cc1O	1.6	-2	i	0.6	-10	-2	1	-5	1	-0.3
O=C(/C=C/c1ccc(Br)cc1)c1ccc(NC2=NCCCS2)cc1	6.7	6	i	0.5	6	22	13	6	-3	4.8*
Cc1c(Cc2ccccc2)c(=O)oc2c(O)c(O)ccc12	8.4	8	i	-0.3	11	15	4	-2	-3	1.5
CCOc1ccc(Cl)cc1S(=O)(=O)N1CCCC1	-2.1	-1	i	-0.2	-6	-3	-1	-13	0	-0.6
CCCC(C)C(=O)Nc1nc(C)c(-c2csc(Nc3ccc(Cl)cc3)n2)s1 (centres undefined)	0.1	-2	i	-0.1	4	4	-32	26	6	0.4
Cc1nc2ccccc2c(=O)n1/N=C/c1ccc(O)c(O)c1O	84*	17	i	0.0	8	33	78*	33*	70*	3.0
O=C(Nc1ccccn1)c1ccc(NC(=O)c2ccco2)cc1	0.5	-3	i	-0.8	-6	-2	21	1	0	0.7
CN(Cc1cnccn1)C(=O)C1CCC(=O)N(CCc2ccccc2)C1 (centres undefined)	-0.3	-1	i	0.1	-11	5	-1	-2	-4	0.1
COc1ccc(N(CC(=O)NN=C2CCCC2)S(=O)(=O)c2ccccc2)cc1Cl	-1.6	2	i	0.8	-10	-2	3	5	2	-0.4
COc1ccc(/C=C2\SC(N3CCCCC3)=NC2=O)cc1OC	0.6	-1	i	-0.2	-7	-5	1	-6	-27	3.0
O=C(Nn1cnnc1)c1ccc(Cl)cc1	-1.3	0	i	-0.2	-6	-1	3	-4	2	-0.9
Cc1ccc(Cl)c(OCC(=O)Nc2sc(C)c(C)c2C#N)c1	-1.1	-2	i	-0.7	1	-3	8	0	0	-0.6
CC(C)c1ccc(NC(=O)CNS(=O)(=O)c2ccc(F)cc2)cc1	0.6	-2	i	0.3	-5	5	10	-12	0	1.2
O=C(NC1CCN(Cc2ccccc2)CC1)c1cc(-c2ccccn2)nc2ccccc12	0.6	-2	i	0.4	-6	-4	0	-6	-12	-0.5
CC(SC1CCCC1)C(=O)Nc1ccnn1C(C)C (centres undefined)	-2.2	0	i	-0.5	-5	5	3	3	-1	0.3
COc1ccc(S(=O)(=O)N2c3ccccc3NC(=O)CC2C)cc1 (centres undefined)	-1.3	-1	i	-0.1	-2	-3	2	-1	4	-0.1
Cc1nn(C(C)(C)C)c(NC(=O)c2ccc(Cl)cc2Cl)c1Br	-0.4	-1	i	-0.1	-18	1	3	5	5	-0.8
CCCNC(=O)Cn1c(=O)n(CC(=O)N2CCCCC2)c(=O)c2sccc21	-1.0	-1	i	-0.7	1	-2	-2	-6	5	-0.5
NC1(N)OC(CN2C(=O)c3ccccc3C2=O)CS1 (centres undefined)	2.0	-7	i	3.6	-4	3	4	3	-6	-1.0
O=C1CSc2nc3ccccc3n21	-0.3	0	i	-0.3	2	0	2	2	3	-0.4
COc1ccnc(Oc2ccc3ccccc3c2)c1C#N	-0.2	3	i	-0.5	-11	8	-2	-4	4	0.3
CCn1c(SCC(=O)Nc2ncc(C(F)(F)F)cc2Cl)nnc1-c1cccc(C)c1	-1.0	-1	i	-0.4	-10	-8	3	-4	-2	0.6
CC1(C)Cc2c(C#N)c(N)sc(=S)c2CO1	-0.4	6	i	0.1	-6	-10	-12	0	-3	0.6
Cc1ccc(C)c(-n2nnnc2SCC(=O)c2ccc3c(c2)NC(=O)CO3)c1	11	8	i	0.4	-8	2	10	5	0	3.1
COCCNC(=O)c1ccccc1NC(=O)c1cccc([N+](=O)[O-])c1C	-0.7	-4	i	-0.2	4	1	0	6	-2	-0.1
O=C(Nc1ccc(-c2nc3cccnc3s2)cc1)c1ccco1	3.6	-4	i	-0.6	13	11	-7	0	0	3.7
CCc1ccc2[nH]c3nc(SCC(=O)NNC(=O)c4ccc(C(C)(C)C)cc4)nnc3c2c1	-1.3	2	i	0.4	10	3	39	18	3	0.7
Cc1ccc(S(=O)(=O)N2CCN(C(=O)COC(=O)CNC(=O)c3ccccc3F)CC2)c(C)c1	-0.7	2	i	0.4	-3	-6	-2	-2	1	-1.3
CC1CCN(C(=O)Cn2c3ccc(F)cc3c3nc4n(c(=O)c32)CCCS4)CC1	1.2	0	i	-0.2	12	-6	2	6	-20	x

# Some of these compounds in order of their number in Tb MetRS inh, smallest number first.
molecule	LMPTP inh	STEP block	Rpn11 block	Tb MetRS inh	Scp1 inh	CSN inh	DNMT1 inh	NadD inh	SUMO1-SIM PPI	MsrA inh
O=C1CSc2nc3ccccc3n21	-0.3	0	i	-0.3	2	0	2	2	3	-0.4
COc1ccc(/C=C2\SC(N3CCCCC3)=NC2=O)cc1OC	0.6	-1	i	-0.2	-7	-5	1	-6	-27	3.0
COc1ccccc1Oc1cn[nH]c1-c1ccc(O)cc1O	1.6	-2	i	0.6	-10	-2	1	-5	1	-0.3

# Other structures
molecule	LMPTP inh	STEP block	Rpn11 block	Tb MetRS inh	Scp1 inh	CSN inh	DNMT1 inh	NadD inh	SUMO1-SIM PPI	MsrA inh
Cc1cc(C)n(CC(=O)NNC(=O)C2CC(=O)N(Cc3ccccc3Cl)C2)n1 (centres undefined)	-0.4	2	i	0.3	-5	3	2	-3	3	1.6
Cc1ccn2cc(CNC(=O)c3ccc(Br)o3)nc2c1	-0.2	2	i	0.5	-12	0	-4	2	-2	-0.9
CC(CN1CCCC1)OC(=O)Cc1ccc(Cl)cc1 (centres undefined)	-3.7	-3	i	-1.2	0	-2	1	-3	1	0.3
CCSc1nnc(NC(=O)C2Cc3ccccc3CN2C(=O)c2ccco2)s1 (centres undefined)	3.0	1	i	-0.6	-2	13	53*	22	20	0.6
Cc1cc(NC(=O)CCC(=O)N(Cc2ccco2)C2(C(=O)NC3CCCC3)CCCCC2C)no1 (centres undefined)	-0.2	-2	i	-0.1	-1	2	-1	-2	3	-0.5
COc1ccc(C2C(C#N)=C(N)Oc3cc(N)ccc32)cc1 (centres undefined)	1.4	-1	i	-0.3	1	3	-7	-2	-17	0.5
CCC(C)(C)C(=O)Nc1nnc(CCc2ccccc2)s1	-2.1	1	i	-1.5	-1	1	0	-2	-3	0.1
COc1cc2c(cc1NC(=O)CSc1ccccn1)oc1ccccc12	1.8	-1	i	-0.7	0	-7	-5	3	1	-0.5
CCN1CCN(S(=O)(=O)c2ccc(Cl)c(C(=O)N(C)Cc3ccc(Cl)cc3Cl)c2)CC1	-8.7	2	i	-0.7	-5	0	-26	-13	-117	-0.3
CCC(=O)N1CCCC(C)(C(=O)Nc2ccc(OC(F)F)cc2)C1 (centres undefined)	1.4	0	i	0.2	x	-5	5	-2	-2	-0.1
Cc1ccc(C)c(N2CCN(C(=O)c3cc(S(=O)(=O)N4CCCC4)cn3C)CC2)c1	-1.3	6	i	0.5	-7	3	-4	1	-1	-0.3
Cc1nnc(SCC(=O)c2c(N)n(C3CC3)c(=O)[nH]c2=O)n1-c1ccccc1	-2.0	-2	i	0.6	-12	1	5	-2	-3	1.7
COC(=O)c1cc(=O)n(-c2c(Cl)cc(C(F)(F)F)cc2Cl)[nH]1	-0.2	1	i	-0.5	-1	2	1	0	5	0.7
C=CC[C@@H](CC(=O)OC(C)(C)C)C(=O)OC[C@H]1CCCN1C(=O)[C@@H](CC=C)CC(=O)N(CCO)Cc1ccccc1	-1.7	-2	i	0.0	4	1	2	-3	6	-1.0
Cc1ccc(S(=O)(=O)/N=C2/NC(=O)/C(=C/c3ccccn3)S2)cc1	1.1	-2	i	-0.1	-3	6	3	-1	1	2.6
COc1ccc(-n2nnnc2-c2ccc(S(C)(=O)=O)cc2Cl)cc1	-1.2	1	i	-0.6	-17	-3	3	-8	3	0.1
CN(C)S(=O)(=O)c1ccc(N2CCCC2)c(C(=O)Nc2nc3c(ccc4ccccc43)s2)c1	0.9	0	i	0.0	-2	-7	-7	28	-4	4.3
O=C(NCCN1CCCCC1)c1cc(COc2c(F)cccc2F)on1	-0.6	-3	i	-1.2	7	-4	8	-1	2	-0.3
COc1ccc(NC(=O)c2csc3c2CCCCC3)c(OC)c1	0.8	2	i	0.8	-3	0	-2	0	-3	1.1
CCOc1cc(N2CCOCC2)c(OCC)cc1NC(=O)CN1CCCC(C)C1 (centres undefined)	-1.8	-2	i	-0.8	-1	-3	2	3	-1	-1.1
N#Cc1cc2ccccc2n2nnnc12	-0.9	-2	i	-0.3	-1	-4	1	-1	-16	-1.1
CCOc1cccc(CN2CCN(c3cccc(C(F)(F)F)c3)CC2)c1O	2.0	3	i	-1.0	4	3	4	-7	-3	0.2
COc1ccc(CNc2oc(Cc3cccc4ccccc34)nc2C#N)cc1	3.2	6	i	-0.1	-9	0	-12	-5	1	-0.2
